Screening results (PubChem)
Growth percent in the NCI-60 one-dose screen (48 h, 10 µM unless noted): 100 = growth as untreated, 0 = no growth, -100 = all killed.
HOP-62 – HOP-62 NSCLC; 80,000 compounds, 3.9% hits; AID 1794735
HOP-92 – HOP-92 NSCLC cells; 71,000 compounds, 6.3% hits
EKVX – EKVX NSCLC; 71,000 compounds, 3% hits; AID 1794765
M14 – M14 melanoma | 80,000 compounds, 6.2% hits | AID 1794745
SK-MEL-5 – SK-MEL-5 melanoma; 80,000 compounds, 6.4% hits; AID 1794755
A549/ATCC – A549/ATCC NSCLC; AID 1794740; 81,000 compounds, 3.7% hits
LOX IMVI – LOX IMVI melanoma; AID 1794757; 79,000 compounds, 7.4% hits
CCRF-CEM – CCRF-CEM leukemia; 77,000 compounds, 7% hits
* = called active by the depositor; / = no result given; & = joins results of further samples; ! = repeats disagree. How the source made its calls: active means growth percent below 10; inactive means the rest.

SMILES	HOP-62	HOP-92	EKVX	M14	SK-MEL-5	A549/ATCC	LOX IMVI	CCRF-CEM
COc1cccc2nc(Nc3cccc(NC(=O)c4ccc(N5CCN(C)CC5)c(C(F)(F)F)c4)c3)ccc12	18	13	67	10	49	25	-97*	12
O=C(O)c1cccc(S(=O)(=O)c2ccccc2)c1	103	83	93	96	97	102	99	103
S=C1CCCCCN1	93	103	98	105	107	101	101	107
CNC(=O)c1nc(Nc2ccc(NC(=O)Nc3ccc(F)cc3)cc2)c2ccccc2n1	86	106	112	95	98	103	97	98
Cc1cnc(C)[nH]1	96	85	98	94	102	105	101	105
COc1c2c(c(OC)c3c(=O)ccoc13)OCO2	101	102	106	107	103	97	99	91
COc1cc(C(=O)/C=C/c2ccc3nc(-c4ccc(C(F)(F)F)cc4)sc3c2)cc(OC)c1OC	89	100	96	103	120	103	104	/
O=C(CCc1c[nH]c2ccccc12)Nc1nnc(Cc2ccccc2)s1	86	87	89	101	110	117	82	66
CC1=CC(C)(C)NC(=S)N1c1ccccc1C	102	86	104	114	100	98	111	95
C[C@H]1OCC2(CCN(c3cnc(C(=O)Nc4cc(F)cc5cccnc45)cn3)CC2)[C@H]1N	84	35	77	71	93	77	33	16
O=c1[nH]c2cc(O)ccc2c2ccccc12	90	72	63	119	40	89	92	95
Cc1cc(C(O)CN(C)C)cc2c1ccc1cc(C(C)C)ccc12 (stereo not drawn)	50	5.9*	84	-100*	-93*	33	-100*	3.1*
CC(=O)OCC(COC(C)=O)OC(C)=O	111	/	104	98	100	102	104	99
Cc1nnc(Nc2ccc(NC(=O)Nc3ccc(Cl)cc3)cc2)c2ccccc12	4.6*	/	44	37	52	26	-27*	11
N#Cc1cccc(-c2cc(=O)c3cc(O)c(F)cc3[nH]2)c1	99	100	97	105	97	104	96	104
Cn1cccc1-c1cc(-c2ccc(Br)cc2)n(Cc2ccccc2)c(=O)c1C#N	88	55	89	110	/	101	100	61
CNC(=O)C(O)C(Cc1ccccc1)NC(=O)c1[nH]c2ccccc2c(=O)c1C (stereo not drawn)	106	100	98	103	101	96	99	104
CC(C)C(C(=O)NCCN1CCOCC1)N1C(=O)/C(=C/c2ccc(Br)cc2)SC1=S (stereo not drawn)	104	104	104	91	98	102	99	98
CNC(=O)c1cc(Oc2ccc3nc(NC(=O)NC(C)C)sc3c2)ccn1	76	63	94	51	65	64	69	64
N#CC1=C(N)Oc2c(sc3c(F)cccc23)C1c1ccc([N+](=O)[O-])cc1 (stereo not drawn)	-33*	-48*	-2.2*	-51*	-96*	4.5*	-83*	3.5*
Cc1ccc2nc(NC(=O)CSc3nc(-c4ccccc4)c(C(=O)O)c(=O)[nH]3)sc2c1	101	111	111	106	99	103	94	109
CCSc1nnc(NC(=O)COc2ccc(Cl)cc2C)s1	100	83	102	105	97	104	94	99
CS(=O)(=O)Nc1cc(-c2ccc3ncnc(Nc4ccc5c(cnn5Cc5ccncc5)c4)c3c2)cnc1Cl	44	-7.8*	76	56	52	86	22	33
Cc1ccc2nc(COc3ccc(C(=O)NN4C(=O)c5c(Cl)c(Cl)c(Cl)c(Cl)c5C4=O)cc3)[nH]c2c1	103	105	100	108	98	98	98	82
C=C1CC2C3C=C(C)C4=CC(=O)CC[C@]4(C)C3CC[C@]2(C)[C@@]1(OC(C)=O)C(C)=O (stereo partly drawn)	65	35	39	73	29	47	60	32
O=C(/C=C/c1ccc(N2CCCCC2)cc1)c1cc2ccccc2oc1=O	83	81	95	90	98	90	88	82
O=C(N1c2ccccc2Sc2ccccc21)n1cnc2ccccc21	104	60	92	94	89	104	115	84
O=S(=O)(Cc1cccc2c(CS(=O)(=O)c3ccc(Cl)cc3)cccc12)c1ccc(Cl)cc1	/	97	82	102	92	84	94	91
O=C1c2cccc3cccc(c23)C(=O)N1Nc1nc(N2CCOCC2)nc(N2CCN(c3ccccc3)CC2)n1	46	7.5*	50	19	5.0*	53	39	57
COc1c(O[C@@H]2OC(C)[C@@H](O)[C@H](O)C2O)cc2oc3cc(O[C@@H]4OC(C)[C@@H](O)[C@H](O)C4O)c(CC=C(C)C)c(O)c3c(=O)c2c1CC=C(C)C (stereo partly drawn)	81	78	90	84	69	78	56	66
CC1(C)NCCC[C@]2(C)[C@H]3C/C(=N\O)C4[C@@H]5C[C@@](C)(CO)CC[C@]5(C)CC[C@@]4(C)[C@]3(C)CC[C@@H]12 (stereo partly drawn)	111	/	108	101	99	95	101	92
COc1ccc(-c2nn(CC(=O)N3CCOCC3)c(N)c2C#N)cc1	104	102	102	100	104	102	99	100
CCOC(=O)c1cc(/C=C/c2ccc(Cl)cc2Cl)on1	81	100	45	56	92	92	-90*	19
O=[N+]([O-])c1cccc(NCn2c(=S)sc3ccccc32)c1	111	80	105	104	/	112	99	101
N#Cc1c(Oc2ccc(Cl)cc2)nc2n(c1=O)-c1ccccc1Sc1ccccc1-2	/	82	82	87	70	87	76	53
CCCCNC(=O)c1ccccc1C(=O)NC1(C(=O)NCCCC)CCCC1	100&107	102	100&87	105&118	113&107	107&95	103&92	102&98
NS(=O)(=O)Oc1ccc(C(=O)NC23CC4CC(CC(C4)C2)C3)cc1Cl	97	94	100	107	100	99	92	94
N#Cc1c(-c2ccc(F)cc2)nc(SCc2ccc(F)cc2)nc1N1CCNCC1	-65*	-65*	1.3*	-88*	-67*	-75*	-100*	4.5*
CO/N=C(/C)c1ccc(NC(=O)CSc2nnc(-c3ccncc3)n2-c2ccccc2)cc1	39	3.2*	64	75	25	68	66	92
N#C/C(=C\c1cc2ccccc2[nH]1)c1cc(-c2ccc(Cl)cc2)n[nH]1	130	101	52	108	77	/	84	79
O=C1CSC2=NCCN12	96&91	-2.2*!	65&99	92&90	86&89	113&93	90&94	88&102
CCn1c2ccc(N(C)C)cc2c2cc(N(C)C)ccc21	90	91	88	102	98	86	97	85
CS(=O)(=O)Nc1cc(-c2ccc3ncc(C#N)c(N[C@H](CO)c4ccccc4)c3c2)cnc1Cl	47	-2.1*	67	/	-77*	83	27	/
COc1ccccc1Nc1nnc(-c2ccc(F)cc2)o1	91	100	85	100	100	86	100	94
Nc1nc(Cl)cc(Nc2ccccc2Br)n1	100	97	90	100	99	96	97	103
CCN1C(=O)N(c2ccccc2)C2N=c3s/c(=C4\C(=O)N(C(C)C)c5ccccc54)c(=O)n3NC21 (stereo not drawn)	108	97	102	106	98	111	96	96
CCN(CC)CC(O)Cc1ccc(OC)cc1 (stereo not drawn)	104	108	99	116	100	104	102	99
O=C(O)c1ccc2c(c1)Cc1ccccc1-2	101	92	91	89	98	100	99	91
C/C(=C(/c1ccc(Cl)cc1)c1ccc(OCCN)cc1)c1ccc(O)cc1	97	84	94	98	98	102	112	100
C[C@@H]1CC[C@@H]2[C@@H]1[C@H](OC(=O)/C=C/c1ccccc1)[C@]1(c3ccccc3)C[C@@H](NC(=O)CO)[C@@]2(C)O1	97	65	90	105	98	95	96	100
O=C1C(Cl)=C(Cl)C(=O)C(Cl)(Cl)C1(Cl)Cl	95	100	100	105	100	100	94	113
S=C1NCC(c2ccccc2)S1 (stereo not drawn)	106	95	101	/	107	112	98	97
FCc1nc2nc(Cl)c(Cl)nc2[nH]1	95	81	103	107	99	99	95	104
COc1ccc(CNc2ccc3nc(NC(=O)CN4CCCCC4)sc3c2)cc1	114	85	68	91	83	94	81	71
N/C(=N\N=C\c1cc2ccccc2[nH]1)N/N=C/c1cc2ccccc2[nH]1	96	77	80	99	85	101	98	84
CC1=NC=NC2C(=O)NN=C(C)C12 (stereo not drawn)	89	67	97	107	100	118	96	128
CN1CCN(CC(=O)Nc2nc3c(s2)Nc2cc(Cl)c(Cl)cc2NC3=O)CC1	98	/	/	105	/	96	/	100
Cc1cc(N2CCC(C)CC2)nc(-n2nc(C)cc2C)n1	115	/	/	98	74	68	109	90
Cc1ccc2nc(-c3ccccc3)nn2c1	98	77	110	/	106	106	/	90
CCOC(=O)c1nn(-c2ccccc2)/c(=N/N=Cc2cn(-c3ccccc3)nc2-c2cc3ccccc3oc2=O)s1	98	82	100	104	100	98	99	103

Next part:
SMILES	HOP-62	HOP-92	EKVX	M14	SK-MEL-5	A549/ATCC	LOX IMVI	CCRF-CEM
Cc1cc(-c2nc3ccccc3s2)c(=O)n(NS(=O)(=O)c2ccccc2)c1C	84	66	94	99	100	107	96	103
N#C/C(=C\c1ccc(-c2ccc(Br)cc2)o1)c1nc(-c2ccccc2)cs1	95	92	79	92	99	102	/	98
Cc1ccc(Cl)cc1N1CCN(C(=O)[C@H]2C[C@H]2c2ccc(F)cc2)CC1	93	63	86	92	87	79	96	88
NS(=O)(=O)c1ccc(N2N=C(c3ccc(NC(=O)Nc4ccccc4)cc3)CC2c2ccc(Cl)cc2)cc1 (stereo not drawn)	61	38	53	66	40	54	53	70
CC(C)(c1ccc(O)cc1)c1ccc(O)cc1	89	73	96	99	97	91	93	89
NC(=O)c1c(NC(=O)c2ccc3c(c2)OCO3)sc2c1CCC1(C2)OCCO1	99	95	102	94	110	90	102	102
CCOC(=O)CCN(CCC(=O)OCC)C(C)C	98	/	/	105	113	99	99	98
Cc1ccc2sc3c(c2c1)OC(N)=C(C#N)C3c1cccc(F)c1 (stereo not drawn)	9.3*	/	45	0.8*	/	12	9.0*	16
COc1ccc2nc(SCC(=O)Nc3ccccc3C)[nH]c2c1	90	83	88	101	96	84	96	87
COc1ccc(-c2ccn(CC(O)CN3CCOCC3)n2)cc1OC1CCCC1 (stereo not drawn)	95	72	86	105	97	91	98	104
COC(=O)c1nc(N)nc(C(=O)OC)c1C(=O)c1ccccc1	111	97	100	112	103	121	96	104
COc1ccc2[nH]c(O)c(N=NC(=O)Cc3c[nH]c4ccccc34)c2c1	78	64	88	107	/	90	93	88
O=C1C=CC(=O)N1CCc1ccccc1	105&117	97	96&99	97&101	102&100	105&104	98&105	73&105
COc1cc2c(cc1OC)C(=O)/C(=C/c1cccc(/C=C/c3ccc4ccc(Cl)cc4n3)c1)C2	80	104	129	38	79	57	69	/
FC(F)(F)C1=NNC(c2ccc3ccccc3c2)=NN1	106	96	/	98	98	102	91	92
O=C(O)c1ccc(/C=N\N2CCCCCC2)cc1	101	98	106	97	106	97	102	105
CC(=O)Nc1ccc(S(=O)(=O)CCc2ccccn2)cc1	76	82	110	104	108	89	100	86
Cn1c(NCCO)nc(-c2cccc([N+](=O)[O-])c2)c(C#N)c1=O	92	97	96	101	99	101	94	104
Cc1ccc(N/N=C(/C(=O)c2ccc(Cl)cc2)c2nc(C)cc(=O)[nH]2)cc1	94	91	91	83	82	100	93	-15*
Cc1c(-c2ccccc2)nc(SCC(=O)Nc2nc(-c3ccc(Cl)cc3)cs2)n1Nc1ccccc1	100	/	67	45	95	57	50	47
CCOc1ccc(/C=C2\Oc3cc(C)c(Cl)cc3C2=O)cc1	110	127	123	90	93	99	81	97
COc1ccc(SC2c3cc(OC)c(OC)cc3Oc3nc(N)c(C#N)c(N)c32)cc1 (stereo not drawn)	-42*	-20*	-52*	-87*	/	-52*	-93*	-37*
CCCn1cnc2c(SCCc3ccccc3)nc(N)nc21	100	66	105	107	102	97	100	94
Cc1ccc(C)c2c1CCC(C)C2=O (stereo not drawn)	90	/	103	104	108	108	100	97
COc1cc(/C=C(\C#N)C(=O)c2ccccc2)ccc1OCc1ccccc1	/	96	107	97	102	104	91	-32*
CCN(CC)Cc1nc2ccccc2c(=O)n1/N=C/c1ccc([N+](=O)[O-])cc1	102	107	108	107	104	98	100	105
O=C(/C=C/c1ccco1)c1ccccc1O	109	/	104	105	111	101	95	77
[O-][n+]1onc(-c2ccccc2)c1-c1nnc(-c2ccccn2)c(-c2ccccn2)n1	119	121	110	91	94	83	94	93
Cc1ccc(N(C)c2cc(NC3CC3)n3ncc(C#N)c3n2)cc1N(C)C(=O)C1CC1	89	67	93	79	91	76	81	94
CCOc1cc2ncc(C#N)c(Nc3ccc(F)c(Cl)c3)c2cc1NC(=O)CC(CCSCc1ccccc1)SCc1ccccc1 (stereo not drawn)	81	91	86	95	/	77	88	103

Gathered by group, the entries above containing fluorine.
SMILES	HOP-62	HOP-92	EKVX	M14	SK-MEL-5	A549/ATCC	LOX IMVI	CCRF-CEM
COc1cccc2nc(Nc3cccc(NC(=O)c4ccc(N5CCN(C)CC5)c(C(F)(F)F)c4)c3)ccc12	18	13	67	10	49	25	-97*	12
CNC(=O)c1nc(Nc2ccc(NC(=O)Nc3ccc(F)cc3)cc2)c2ccccc2n1	86	106	112	95	98	103	97	98
COc1cc(C(=O)/C=C/c2ccc3nc(-c4ccc(C(F)(F)F)cc4)sc3c2)cc(OC)c1OC	89	100	96	103	120	103	104	/
C[C@H]1OCC2(CCN(c3cnc(C(=O)Nc4cc(F)cc5cccnc45)cn3)CC2)[C@H]1N	84	35	77	71	93	77	33	16
N#Cc1cccc(-c2cc(=O)c3cc(O)c(F)cc3[nH]2)c1	99	100	97	105	97	104	96	104
N#CC1=C(N)Oc2c(sc3c(F)cccc23)C1c1ccc([N+](=O)[O-])cc1 (stereo not drawn)	-33*	-48*	-2.2*	-51*	-96*	4.5*	-83*	3.5*
N#Cc1c(-c2ccc(F)cc2)nc(SCc2ccc(F)cc2)nc1N1CCNCC1	-65*	-65*	1.3*	-88*	-67*	-75*	-100*	4.5*
COc1ccccc1Nc1nnc(-c2ccc(F)cc2)o1	91	100	85	100	100	86	100	94
FCc1nc2nc(Cl)c(Cl)nc2[nH]1	95	81	103	107	99	99	95	104
Cc1ccc(Cl)cc1N1CCN(C(=O)[C@H]2C[C@H]2c2ccc(F)cc2)CC1	93	63	86	92	87	79	96	88
Cc1ccc2sc3c(c2c1)OC(N)=C(C#N)C3c1cccc(F)c1 (stereo not drawn)	9.3*	/	45	0.8*	/	12	9.0*	16
FC(F)(F)C1=NNC(c2ccc3ccccc3c2)=NN1	106	96	/	98	98	102	91	92
CCOc1cc2ncc(C#N)c(Nc3ccc(F)c(Cl)c3)c2cc1NC(=O)CC(CCSCc1ccccc1)SCc1ccccc1 (stereo not drawn)	81	91	86	95	/	77	88	103
